ATG4B inhibitor = blocks human ATG4B protease cleavage of LC3 substrate | Q9Y4P1 | ATG4B cleavage of LC3-PLA2, NBD-HPC fluorescence, 1 h | inhibition, % at 8.33 µM | actives 0.51% (n = 340,000); in the data active means inhibition above about 40%
Target sequence (Q9Y4P1 whole entry, looked up): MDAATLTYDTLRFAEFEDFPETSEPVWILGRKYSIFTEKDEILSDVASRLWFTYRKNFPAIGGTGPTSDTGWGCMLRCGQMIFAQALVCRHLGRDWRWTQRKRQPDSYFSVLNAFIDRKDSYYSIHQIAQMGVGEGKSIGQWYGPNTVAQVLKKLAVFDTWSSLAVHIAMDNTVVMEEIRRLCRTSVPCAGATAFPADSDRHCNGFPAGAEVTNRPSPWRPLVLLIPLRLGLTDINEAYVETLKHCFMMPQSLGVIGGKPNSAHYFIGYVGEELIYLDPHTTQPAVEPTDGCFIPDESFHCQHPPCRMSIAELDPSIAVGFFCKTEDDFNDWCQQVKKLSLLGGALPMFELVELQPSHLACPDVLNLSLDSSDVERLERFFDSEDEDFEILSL
TIM10 inh = inhibits growth of TIM10 yeast strain; inhibition, % at 10 µM; AID 463195; actives 1.4% (n = 330,000); S. cerevisiae TIM10 strain growth, BacTiter-Glo luminescence, 24 h;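 active means inhibition of 40% or more at the single tested concentration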;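 further: wild-type TIM10 isogenic control strain grown at permissive 25 °C; 0% = DMSO yeast wells and 100% = minimal medium wells without yeast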
NALP3 yeast inh = inhibitors of NALP3 inflammasome in yeast; Yeast reconstituted NLRP3/ASC/caspase-1, beta-gal luminescence, 24 h; inhibition, % at 10 µM; actives 0.39% (n = 330,000);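 active means inhibition of 50% or more; inactive means inhibition below 50%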;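 further: plate controls were induced DMSO wells for no effect and uninduced yeast grown without galactose for full effect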
tim10-1 inh = inhibits growth of tim10-1 mutant yeast. S. cerevisiae tim10-1 ts strain growth, BacTiter-Glo, 24 h. inhibition, % at 20 µM. actives 2.2% (n = 330,000). AID 463190;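 active means inhibition of at least 40%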;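 further: mutant grown at 25 °C; 0% = DMSO wells with yeast and 100% = wells holding no yeast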
hIAP activ = increases human intestinal alkaline phosphatase activity | AID 2524 | P09923 | purified human IAP, CDP-Star luminescence, 30 min; stronger effect = higher value; 1 = vehicle-only enzyme, 0 = enzyme-free background | actives 0.16% (n = 330,000) | activation factor at 10 µM;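 active means activation factor of the enzyme at least 2-fold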; further: the source names both 10 and 20 µM as test concentration; values of inactives mirror those of a sister screen read the other way
Target sequence (P09923 whole entry, looked up): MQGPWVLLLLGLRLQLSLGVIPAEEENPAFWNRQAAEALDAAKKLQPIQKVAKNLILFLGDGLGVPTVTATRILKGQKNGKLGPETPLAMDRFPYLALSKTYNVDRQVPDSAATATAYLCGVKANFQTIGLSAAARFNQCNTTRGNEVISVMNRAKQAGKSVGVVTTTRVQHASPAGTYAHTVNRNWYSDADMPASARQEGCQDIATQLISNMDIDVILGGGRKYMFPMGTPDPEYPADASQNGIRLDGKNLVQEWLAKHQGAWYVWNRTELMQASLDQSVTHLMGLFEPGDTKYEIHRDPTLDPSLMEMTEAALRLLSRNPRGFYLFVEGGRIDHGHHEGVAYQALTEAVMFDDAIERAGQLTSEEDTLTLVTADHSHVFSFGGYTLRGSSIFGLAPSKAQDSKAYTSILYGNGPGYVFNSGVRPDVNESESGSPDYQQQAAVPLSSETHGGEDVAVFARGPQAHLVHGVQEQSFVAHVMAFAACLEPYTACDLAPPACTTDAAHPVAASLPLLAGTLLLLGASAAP
mIAP activ = increases mouse intestinal alkaline phosphatase activity; muIAP, CDP-Star luminescence, 30 min; stronger effect = higher value; 1 = vehicle-only enzyme signal, 0 = enzyme-free wells; activation factor at 10 µM; actives 0.24% (n = 330,000); AID 2805;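 active means activation factor of at least 2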; further: the source names both 10 and 20 µM as test concentration; values of inactives mirror those of a sister screen read the other way
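System: mouse IAP enzyme. Reagent: CDP-Star chemiluminescent phosphatase substrate. Benchmarks: DMSO wells, no-enzyme wells. Times: 30 min enzyme-substrate-compound incubation at room temperature. Detection: luminescence from enzymatic CDP-Star hydrolysis. Doses: test compounds delivered from DMSO solution.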
hIAP inh = blocks human intestinal alkaline phosphatase; P09923; purified IAP, CDP-Star luminescence, 30 min; actives 0.12% (n = 330,000); inhibition, % at 10 µM;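 active means inhibition reaching a set limit with compound at 10 µM in the primary screen, cut at about 35% in these data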;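 further: plate controls were DMSO wells with enzyme for no effect and no-enzyme buffer wells for full effect; values of inactives mirror those of a sister screen read the other way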
mIAP block = blocks mouse intestinal alkaline phosphatase; AID 2806; purified mouse IAP, CDP-Star luminescence, 30 min; inhibition, % at 10 µM; actives 0.2% (n = 330,000);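 active means inhibition of at least 40% at 10 µM in the primary screen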;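 further: plate controls were DMSO with enzyme for no effect and no enzyme wells for full effect; values of inactives mirror those of a sister screen read the other way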
Apaf1 inhib = inhibitors of human Apaf-1 apoptosome | actives 0.71% (n = 330,000) | O14727 | AID 489030 | inhibition, % at 20 µM | reconstituted apoptosome caspase-3 activity, DEVD-Rh110 fluorescence; active means inhibition of at least 40% at 20 µM;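 further: plate controls were DMSO wells for no effect and DEVD-CHO caspase inhibitor wells for full effect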
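System: Apoptosome proteins | Medium: Hepes pH 7.5 with detergent and BSA | Also added: Cytochrome c trigger plus (Z-DEVD)2-Rh110 caspase-3 substrate | Incubation: 30 min compound preincubation, 50 min activation, room temperature | Detection: Rhodamine 110 fluorescence at Ex 480/Em 540 nm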
* hit, by the source's call. Not a hit list; 4.5% or so of the library scored in one or more.

SMILES	ATG4B inhibitor	TIM10 inh	NALP3 yeast inh	tim10-1 inh	hIAP activ	mIAP activ	hIAP inh	mIAP block	Apaf1 inhib
O=C(CN1C(=O)NC2(CCCCCC2)C1=O)NCc1cccs1	-5.6	2.8	5.6	10.3	0.771	0.966	22.9	3.4	-2.9
NC(=O)c1sc2nc3c(c(-c4ccco4)c2c1N)CCC3	13.2	8.1	8.8	37.9	1.08	0.574	-7.6	42.6*	28.8
COc1cccc(C2=NOC(C(=O)Nc3ccc4c(c3)OCO4)C2)c1 (centres undefined)	-4.4	11.3	3.9	6.0	1.07	0.974	-6.8	2.6	-6.8
Cn1nc(C(=O)Nc2ccccc2)c2c1-c1ccccc1S(=O)(=O)C2	-9.0	-8.0	19.1	5.2	0.828	1.02	17.2	-2.1	-4.4
Cc1ccc(N2C(=O)C(NC(=O)c3ccccc3)(C(F)(F)F)C3=C2CC(C)(C)CC3=O)cc1 (centres undefined)	-6.7	6.6	3.9	7.2	0.99	0.972	1.0	2.8	0.7
Cc1c(CC(=O)NC(C)C)c(=O)oc2cc3c(cc12)CCC(C)(C)O3	0.9	7.6	4.3	2.8	1.03	1.03	-3.3	-3.1	2.2
Cc1ccccc1N(CC(=O)NC1CCCC1)C(=O)C1(C)CC(=O)N=C2C=CC=CN21 (centres undefined)	-0.4	-2.6	1.4	7.9	0.845	1.01	15.5	-1.4	-0.6
O=C(N/N=C/c1ccc[nH]1)c1ccccc1O	-7.0	-7.0	38.2	-20.2	1.03	0.703	-3.0	29.7	6.8
CCOC(=O)C1CCN(C(C(=O)Nc2ccc3c(c2)OCCO3)c2ccccc2)CC1 (centres undefined)	-10.5	1.7	2.5	11.5	1.06	0.99	-6.2	1.0	16.4
O=C(CCCOc1ccccc1)NC1CCCc2ccccc21 (centres undefined)	4.7	11.1	27.8	4.8	1.11	1.05	-10.9	-4.8	3.6
CN(C)S(=O)(=O)c1ccc(NC(=O)/C=C/c2ccccc2Cl)cc1	6.9	13.4	-13.2	3.7	0.947	1.03	5.3	-2.8	14.1
O=C(N/N=C/c1ccc2ncccc2c1)c1cc(-c2cccs2)nc2ccccc12	-2.4	-11.8	-13.5	2.1	0.95	0.898	5.0	10.2	-6.7
N#CC(c1ccccn1)(c1ncc(C(F)(F)F)cc1Cl)N1CCOCC1 (centres undefined)	-12.1	-7.7	-1.7	12.2	1.09	0.952	-8.6	4.8	-13.8
CC(C)c1ccc(N2C(=O)CC(NNC(=O)c3ccccc3Cl)C2=O)cc1 (centres undefined)	2.7	-14.6	7.5	-6.9	0.965	1.13	3.5	-12.6	-2.1
O=C(CCS(=O)(=O)c1ccccc1)Nc1ccc(Cl)cn1	-13.7	2.2	2.3	-2.4	0.89	0.997	11.0	0.3	1.5
COc1ccc(C(=O)c2c(-c3cccc(C)c3)oc3ccc(N4CCOCC4)cc23)cn1	0.1	-3.8	11.6	10.6	1.24	0.984	-23.6	1.6	26.9
O=C(NCc1cccnc1)c1cccc(S(=O)(=O)NCc2ccccc2)c1	1.1	-10.6	12.7	-13.2	1.06	0.984	-6.2	1.6	20.4
CCOC(=O)c1ccc(S(=O)(=O)N2CCN(C/C=C/c3ccccc3)CC2)cc1	-6.4	12.4	32.0	-5.5	1.11	0.852	-10.8	14.8	18.0
CCn1c(COc2ccccc2)nnc1SCC(=O)NC1CC1	-1.6	-8.7	3.8	5.6	1.18	1.01	-18.0	-0.6	-11.5
CS(=O)(=O)c1ccc2nc(NC(=O)C3CC(=O)N(c4ccc(F)cc4)C3)sc2c1 (centres undefined)	5.8	0.4	18.6	7.2	0.92	0.918	8.0	8.2	3.8

Compound profiles, as listed above. Screens in order: ATG4B inhibitor | TIM10 inh | NALP3 yeast inh | tim10-1 inh | hIAP activ | mIAP activ | hIAP inh | mIAP block | Apaf1 inhib
`O=C(NCc1cccnc1)c1cccc(S(=O)(=O)NCc2ccccc2)c1` across the screens: 1.1 | -10.6 | 12.7 | -13.2 | 1.06 | 0.984 | -6.2 | 1.6 | 20.4
`N#CC(c1ccccn1)(c1ncc(C(F)(F)F)cc1Cl)N1CCOCC1` (centres undefined) across the screens: -12.1 | -7.7 | -1.7 | 12.2 | 1.09 | 0.952 | -8.6 | 4.8 | -13.8
`COc1ccc(C(=O)c2c(-c3cccc(C)c3)oc3ccc(N4CCOCC4)cc23)cn1` across the screens: 0.1 | -3.8 | 11.6 | 10.6 | 1.24 | 0.984 | -23.6 | 1.6 | 26.9
`O=C(CCCOc1ccccc1)NC1CCCc2ccccc21` (centres undefined) across the screens: 4.7 | 11.1 | 27.8 | 4.8 | 1.11 | 1.05 | -10.9 | -4.8 | 3.6

Following part:
SMILES	ATG4B inhibitor	TIM10 inh	NALP3 yeast inh	tim10-1 inh	hIAP activ	mIAP activ	hIAP inh	mIAP block	Apaf1 inhib
CCOc1ccc(Cl)cc1C1=CC(=O)C[C@H](c2ccc(OC)cc2)C1	-5.0	-22.3	11.1	27.7	1.1	0.967	-10.0	3.3	22.9
COc1ccc(-n2c(=S)[nH]c3cc(C(=O)NCc4ccco4)ccc3c2=O)c(OC)c1	-5.2	10.6	21.9	11.8	1.12	1.11	-12.4	-10.8	15.0
C[C@@H](C(=O)Nc1ccc2ccccc2c1)[C@@H]1C[C@@]1(C)[C@@H](N)c1ccccc1	-6.4	5.9	23.0	4.7	0.934	1.34	6.6	-33.6	0.9
CN(CC(=O)Nc1ccc(N2CCOCC2)cc1)CC(=O)Nc1cccc(C#N)c1	-5.3	6.3	4.3	0.5	1.07	1.03	-7.2	-3.1	-6.6
COC(=O)COc1ccc(/C=C2\SC(=O)N(CC(=O)Nc3ccccc3F)C2=O)cc1	1.5	-19.7	-0.1	-5.7	0.811	0.929	18.9	7.1	-7.6
O=C(NCc1ccco1)c1cccc2c1C(=O)c1ccc(/C=C/c3ccccc3)cc1S2(=O)=O	4.5	-0.5	2.2	1.9	1.04	0.817	-3.8	18.3	-0.8
CCCc1cc(C(=O)N2CCCC(C(=O)c3cccc4ccccc34)C2)n(C)n1 (centres undefined)	-5.6	18.8	10.9	9.7	0.936	0.878	6.4	12.2	-9.2
CC(C)CNC(=O)c1c2c(nc3ccccc13)-c1ccccc1CC2	-27.3	-1.4	31.5	21.6	0.947	0.915	5.3	8.5	7.7
Cc1ccc(C(=O)Nc2nc3ccc(S(C)(=O)=O)cc3s2)cc1C	3.2	-2.0	12.6	-29.7	1.03	0.983	-3.3	1.7	-6.5
Cc1ccc(S(=O)(=O)N2CCCCC2)cc1NC(=O)COc1ccccc1	-7.4	10.1	-12.6	11.5	1.07	1.14	-6.7	-14.0	22.7
c1ccc(-c2nnc(SCc3nc4ccccc4[nH]3)n2Cc2ccco2)cc1	1.0	1.7	15.3	24.2	0.867	1.01	13.3	-0.6	3.5
CC(=O)N1c2ccc(S(=O)(=O)N3CCC(C(=O)Nc4ccc(C)cn4)CC3)cc2CC1C (centres undefined)	-7.7	-5.5	2.5	14.9	1.17	1.03	-17.3	-2.8	11.9
O=C(CSc1nnc(-c2ccc(F)cc2)n1CC1CCCO1)NCc1ccco1 (centres undefined)	-4.0	-11.4	-8.6	-8.7	1.07	0.937	-6.6	6.3	53.6*
Cc1cnn(C(=S)NCCc2ccccc2)c1	9.2	16.1	16.3	19.0	0.948	0.903	5.2	9.7	6.9
COc1ccc(-c2nc(CSCC(=O)NCCCN3CCCC3=O)c(C)o2)cc1	-0.2	0.3	-5.8	14.5	0.833	0.998	16.7	0.2	2.2
COc1ccc(C(C(=O)NC2CCCC2)N(C(=O)c2ccco2)c2ccc(OC)c(OC)c2)cc1 (centres undefined)	-8.4	-8.4	4.9	19.4	0.971	1.14	2.9	-14.4	0.1
COc1ccc(NC(=O)C2CCN(C(=O)NC3CCCCC3)CC2)c(OC)c1	-18.9	2.9	4.7	5.2	0.853	0.976	14.7	2.4	6.6
CC(=O)Nc1ccc(NC(=O)C(C)OC(=O)c2ccc3ccccc3n2)cc1 (centres undefined)	-1.4	2.2	4.0	7.5	1.03	1.03	-3.3	-2.9	-7.7
O=C(CCCNC(=O)/C(=C\c1ccc(F)cc1)NC(=O)c1ccccc1)OCc1ccccc1	-1.6	14.7	7.5	12.9	1.03	0.981	-3.3	1.9	23.7
O=C(Nc1c(F)c(F)c(F)c(F)c1F)NC1CCCCC1	4.8	-10.9	7.9	-0.6	1.08	1.04	-8.3	-3.9	-13.6
Cc1cccnc1NC(=O)c1nn(C)c2c1CS(=O)(=O)c1ccccc1-2	5.5	2.9	0.2	17.8	1.22	0.991	-22.2	0.9	-6.9
O=C(CN1C(=O)CCSc2ccc(S(=O)(=O)N3CCCC3)cc21)Nc1ccccc1Cl	-4.3	1.3	14.7	-0.5	0.73	0.949	27.0	5.1	12.7
COc1ccc(O)c(C(=O)c2coc(=N)c(C(=O)Nc3ccc(SC(F)F)cc3)c2)c1	4.6	11.2	-11.8	-11.9	0.937	1.03	6.3	-2.7	-19.7
Cc1cccc(NS(=O)(=O)c2ccc(NC(=O)N3CCCCC3)cc2)c1	-7.2	0.3	6.9	-3.6	0.934	0.952	6.6	4.8	-5.7
COc1ccc(NC(=O)C(=O)NCC(c2ccco2)N2CCc3ccccc3C2)cc1OC (centres undefined)	-13.8	16.4	24.0	7.5	0.862	1.01	13.8	-1.0	14.8
O=C(COC(=O)Cc1ccc(Cl)cc1)Nc1ccccc1F	1.0	2.8	16.4	-12.3	0.972	0.956	2.8	4.4	-4.5
Cc1cc(S(=O)(=O)N2CCCCCC2)c(Cl)cc1Cl	15.0	1.0	61.4*	2.5	1.13	0.891	-13.4	10.9	14.1
O=C(CCNC(=O)Cn1ccc2ccccc2c1=O)NCCc1ccccc1Cl	1.7	0.6	7.8	-0.9	0.835	1.03	16.5	-2.8	2.1
CC(C)CNC(=O)c1cccc(NC(=O)Cc2ccc(Cl)cc2)c1	3.0	-5.1	-4.6	5.4	1.07	1.06	-6.8	-5.9	1.1
O=C(NCc1cccnc1)Nc1cccc(NC(=O)NCc2cccnc2)c1F	2.3	-11.6	-0.9	3.7	1.21	1.04	-21.4	-4.1	-9.0
Clc1ccc(/C=N/NC2=Nc3cccc4cccc2c34)cc1	4.1	-7.8	7.9	35.8	0.873	0.922	12.7	7.8	6.7
O=C(NC(=S)Nc1cccc(Cl)c1N1CCCCC1)c1ccco1	35.5	34.2	-1.9	38.1	1.04	0.983	-3.8	1.7	1.5
COc1ccccc1C(=O)C1CCCN(C(=O)c2cc(C(C)C)no2)C1 (centres undefined)	-22.8	10.9	3.8	9.4	0.945	0.983	5.5	1.7	-6.1
CN1CCc2ccccc2C1Cc1ccccc1NC(=O)c1sc2ccccc2c1Cl (centres undefined)	0.3	12.9	23.7	11.9	0.963	1.01	3.7	-0.8	22.7
CCOC(=O)c1ccccc1NC(=O)CC(C)CC(=O)O (centres undefined)	7.7	-4.4	3.5	2.3	0.971	1.01	2.9	-1.1	-3.5
COc1ccc(C(=O)NCC(=O)N/N=C/c2cccnc2)cc1OC	-7.7	7.4	9.5	15.1	1.21	0.957	-21.4	4.3	2.1
O=C(NNC(=O)C1CCCO1)c1ccc([N+](=O)[O-])cc1 (centres undefined)	3.0	-0.4	28.3	0.7	0.968	0.872	3.2	12.8	-1.4

Screens deposited in PubChem by Sanford-Burnham Center for Chemical Genomics.
